Screening data deposited in PubChem BioAssay by several laboratories.
Autophagy HCS – alters autophagy in cells | 190,000 compounds, 0.98% hits | MEF GFP-LC3 puncta imaging; test concentration mostly 10 µM | calls only at 10 µM (by protocol);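 active means percentage of spot-positive cells more than 3 SD above its plate mean, without a fluorescence outlier flag or 80% toxicity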;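 further: spot-positive cell cutoff set from DMSO-treated cells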
Ins promoter up – MIN6 insulin promoter up-regulation; 190,000 compounds, 0.3% hits; MIN6 insulin promoter-GFP reporter, high-content imaging; hits give high values; z-score at 5 µM;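 active means z-score above 3 at 5 µM with at least 500 cells counted in the well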
NOD2 inhibition – inhibition of NOD2-driven NF-kB reporter – cell-based, luminescence, uHTS, HEK293 (AID 1566). HEK293 NOD2/NF-kB luciferase reporter, luminescence; higher % means a stronger effect. inhibition, % at 4 µM; hits with a dose series show EC50 in µM. 290,000 compounds, 0.63% hits; in the data active means inhibition above about 50%; further: many of its hits are not listed in these tables
Yfh1-depleted yeast – mitochondrial function rescue without frataxin homolog – Friedreich's ataxia, plus single-dose screen, dose response (AID 1465). S. cerevisiae Yfh1-off respiration, WST-1 reduction, 72 h; higher fold induction means a stronger effect. one-dose fold induction at 50 µM; EC50 in µM for titrated hits. 220,000 compounds, 0.074% hits;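 active means fold induction of absorbance versus untreated yeast above a set limit, then at least 30% activation at any dose in follow-up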;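 further: activators that raise dye reduction in frataxin-depleted yeast; strong numbers were not always called active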
P. falciparum M17LAP – P. falciparum M17LAP inhibitors, primary screen, biochemical, fluorogenic H-Leu-NHMec substrate, 1536-well (AID 1619). 220,000 compounds, 0.38% hits. recombinant M17LAP, H-Leu-NHMec fluorogenic kinetic assay; higher % means a stronger effect. inhibition, % at 30 µM; hits with a dose series show IC50 in µM;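 active means compound inhibiting the enzyme by more than half at any dose during confirmatory dose-response retesting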;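 further: plate controls were full reaction with DMSO carrier for no effect and no enzyme background for full effect; strong numbers were not always called active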
bCat nuc transl – beta-catenin nuclear translocation modulation. HeLa beta-catenin nuclear translocation, immunofluorescence imaging. nuclear translocation activity, % at 5 µM. 190,000 compounds, 0.3% hits;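 active means nuclear translocation activity above 50% at 5 µM, with a well cell count of 50 or more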;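 further: per-cell ratio of nuclear to cytoplasmic median beta-catenin stain intensity; plate controls were DMSO negative control for no effect and GSK-3 inhibitor IX positive control for full effect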
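assay system = human HeLa cells, endogenous beta-catenin | times = compound treatment 24 h, 37°C, 5% CO2 | detection = Anti-beta-catenin immunofluorescence on PFA-fixed, Triton-permeabilized cells, DAPI nuclei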
MT stabilizer – microtubule stabilizers in HeLa cells; HeLa tubulin immunostaining HCS, 24 h; share of cells brighter than vehicle mean+2SD; % tubulin-high responders, % at 10 µM; 200,000 compounds, 0.83% hits; AID 2205;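 active means plate Z-score above 3 for both tubulin-high and condensed-nucleus cell shares, with cell loss under 80%, at 10 µM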;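 further: anti alpha tubulin signal scored within the nucleus-defined area of each cell; some results filed as inactive read as strong as hits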
NOD1 inhibition – NOD1 signaling inhibitors, primary screen, cell-based, luminescence, uHTS (AID 1578). NOD1-driven NF-kB luciferase reporter cells, luminescence; higher % means a stronger effect. inhibition, % at 4 µM; hits with a dose series show EC50 in µM. 290,000 compounds, 1% hits; in the data active means inhibition mostly above about 36%, no sharp cut-off; inactive means mostly below about 34%;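 further: HEK-293T reporter cells stimulated with the NOD1 agonist gamma-tri-DAP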
Dynein cargo inh – dynein cargo transport inhibition; z-score, hits read low; AID 1381; 220,000 compounds, 0.47% hits; 3617.4 mouse cells, GR-EGFP nuclear translocation imaging; test concentration mostly 20 µM; stimulated with dexamethasone, 1 µM; hits give low values;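 active means plate z-score of nuclear minus cytoplasmic receptor signal below a set negative limit, without overly bright fluorescence or cell loss, cut at about -3.5 in these data, passing the limit was not always enough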;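 further: z-score of nuclear minus cytoplasmic ring GR-EGFP intensity difference per well; some compounds called inactive have numbers as strong as hits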
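Buffer or medium: Induction medium lacking tetracycline, stripped serum | Also added: Dexamethasone agonist, 1.0 µM final, for 30 min | Timing: 48 h induction, 1 h compound, 30 min dex at 37 °C | Detection: Formaldehyde fixation, Hoechst nuclear stain, 10x automated fluorescence imaging | Measure: Nuclear versus cytoplasmic GR-EGFP signal, averaged per well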
Dynein cargo inh cytoplasmic EGFP – second read-out of Dynein cargo inh, no call of its own (marks repeat the call); z-score; measured here: cytoplasmic GR-EGFP intensity; hits give high values
Dynein cargo inh nuclear GR-EGFP – recorded beside Dynein cargo inh, whose call it bears; z-score; measured here: nuclear GR-EGFP intensity;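 lower value marks the stronger effect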
Dynein cargo inh cell count – second read-out of Dynein cargo inh, no call of its own (marks repeat the call); z-score; measured here: cell count per field
Ins promoter up cell count – further read-out of Ins promoter up, marked with its call; cell count; measured here: cytotoxicity, nuclei count;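 total cells summed across four imaged fields per well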
bCat nuc transl cell count 5 µM – further read-out of bCat nuc transl, marked with its call; cell count; measured here: cell count, cytotoxicity flag
MT stabilizer Hoechst-high % – also measured in MT stabilizer; calls as there; % Hoechst-high responders; measured here: nuclear condensation Hoechst responders;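 share of cells brighter than vehicle mean plus two SD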
MT stabilizer cytotoxicity % – second read-out of MT stabilizer, no call of its own (marks repeat the call); toxicity, %; measured here: cytotoxicity by cell density;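 0% = mean cell density of plate MIN control wells and 100% = no cells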
Autophagy HCS cell loss 18 h – recorded beside Autophagy HCS, whose call it bears; toxicity, %; measured here: cell loss, nuclei count;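 cell loss after 18 h compound exposure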
* marks the source's active call; other numbers are inactive results. Only part of the results is shown; count on the stated rates, not on these rows.

`Cc1ccc(-c2nnn(CC(=O)N(CC(=O)NC(C)C)c3cnc4ccccc4c3)n2)o1` gave Autophagy HCS inactive, Ins promoter up -0.82, NOD2 inhibition 14.7%, Yfh1-depleted yeast inactive, P. falciparum M17LAP 14.3%, bCat nuc transl -7.5, MT stabilizer 5.8, NOD1 inhibition -14.4%, Dynein cargo inh -0.353, Dynein cargo inh cytoplasmic EGFP -0.259, Dynein cargo inh nuclear GR-EGFP -0.0413, Dynein cargo inh cell count 0.457, Ins promoter up cell count 980, bCat nuc transl cell count 5 µM 1176, MT stabilizer Hoechst-high % 3.2, MT stabilizer cytotoxicity % 11.8 and Autophagy HCS cell loss 18 h 3.5.
C#CCNc1nc(CC)nc2c1nnn2Cc1ccccc1F was read as Autophagy HCS inactive, Ins promoter up 0.42, NOD2 inhibition -7.1%, Yfh1-depleted yeast inactive, P. falciparum M17LAP 2.6%, bCat nuc transl -0.8, MT stabilizer 3.8, NOD1 inhibition 29.7%, Dynein cargo inh 0.56, Dynein cargo inh cytoplasmic EGFP -0.442, Dynein cargo inh nuclear GR-EGFP 0.583, Dynein cargo inh cell count -0.372, Ins promoter up cell count 1312, bCat nuc transl cell count 5 µM 1113, MT stabilizer Hoechst-high % 2.0, MT stabilizer cytotoxicity % 5.5 and Autophagy HCS cell loss 18 h -21.5.
`O=C(NCc1ccccc1)C1CC(=O)N(C2CCCCCC2)C1` (stereo not given) gave Autophagy HCS inactive, NOD2 inhibition 11.0%, Yfh1-depleted yeast inactive, P. falciparum M17LAP 0.3%, bCat nuc transl -0.8, MT stabilizer 3.5, NOD1 inhibition -18.6%, Dynein cargo inh -0.0831, Dynein cargo inh cytoplasmic EGFP -0.277, Dynein cargo inh nuclear GR-EGFP -0.138, Dynein cargo inh cell count 0.444, bCat nuc transl cell count 5 µM 1072, MT stabilizer Hoechst-high % 1.6, MT stabilizer cytotoxicity % 0.3 and Autophagy HCS cell loss 18 h 9.9.
Screening Cc1cc(C(=O)CSc2nn(-c3ccccc3)c(=S)s2)c(C)n1Cc1ccco1 returned Autophagy HCS inactive, Ins promoter up -0.4, NOD2 inhibition 2.9%, Yfh1-depleted yeast inactive, P. falciparum M17LAP 0.2%, bCat nuc transl -0.7, MT stabilizer 0.4, NOD1 inhibition -15.7%, Dynein cargo inh -0.0236, Dynein cargo inh cytoplasmic EGFP -0.105, Dynein cargo inh nuclear GR-EGFP -0.196, Dynein cargo inh cell count 0.0315, Ins promoter up cell count 1158, bCat nuc transl cell count 5 µM 1177, MT stabilizer Hoechst-high % 1.0, MT stabilizer cytotoxicity % 2.3 and Autophagy HCS cell loss 18 h -1.6.
CSc1ccc(/C=C/C(=O)c2ccc(O)cc2)cc1 was read as Autophagy HCS inactive, Ins promoter up 0.39, NOD2 inhibition -43.6%, Yfh1-depleted yeast inactive, P. falciparum M17LAP 5.4%, bCat nuc transl 1.5, MT stabilizer 5.5, NOD1 inhibition 9.9%, Dynein cargo inh 0.598, Dynein cargo inh cytoplasmic EGFP -0.333, Dynein cargo inh nuclear GR-EGFP 0.323, Dynein cargo inh cell count 0.805, Ins promoter up cell count 1260, bCat nuc transl cell count 5 µM 1055, MT stabilizer Hoechst-high % 1.5, MT stabilizer cytotoxicity % 0.8 and Autophagy HCS cell loss 18 h 17.9.
Screening O=C1CSC(c2ccccn2)N1Cc1cn2ccccc2n1 (stereo not given) returned Autophagy HCS inactive, NOD2 inhibition 5.0%, Yfh1-depleted yeast inactive, P. falciparum M17LAP -6.0%, bCat nuc transl -1.5, MT stabilizer 1.7, NOD1 inhibition -5.9%, Dynein cargo inh -0.413, Dynein cargo inh cytoplasmic EGFP -0.152, Dynein cargo inh nuclear GR-EGFP -0.193, Dynein cargo inh cell count 0.313, bCat nuc transl cell count 5 µM 1147, MT stabilizer Hoechst-high % 1.6, MT stabilizer cytotoxicity % 5.6 and Autophagy HCS cell loss 18 h -2.7.
Screening COc1ccccc1NC(=O)c1csc(-n2nc(C)cc2C(F)(F)F)n1 returned Autophagy HCS inactive, Ins promoter up 0.53, NOD2 inhibition 10.5%, Yfh1-depleted yeast inactive, P. falciparum M17LAP -2.4%, MT stabilizer 5.5, NOD1 inhibition 4.5%, Dynein cargo inh -0.353, Dynein cargo inh cytoplasmic EGFP 0.142, Dynein cargo inh nuclear GR-EGFP 0.271, Dynein cargo inh cell count 0.211, Ins promoter up cell count 1450, MT stabilizer Hoechst-high % 3.9, MT stabilizer cytotoxicity % 6.7 and Autophagy HCS cell loss 18 h 5.6.
`CCOC(CNC(=O)c1nnc(Cc2cc(OC)c(OC)c(OC)c2)o1)OCC` gave Autophagy HCS inactive, Ins promoter up -0.65, NOD2 inhibition -1.4%, Yfh1-depleted yeast inactive, P. falciparum M17LAP -1.3%, bCat nuc transl 1.7, MT stabilizer 2.4, NOD1 inhibition -23.7%, Dynein cargo inh 1.9, Dynein cargo inh cytoplasmic EGFP -0.153, Dynein cargo inh nuclear GR-EGFP 1.04, Dynein cargo inh cell count -0.102, Ins promoter up cell count 1313, bCat nuc transl cell count 5 µM 1051, MT stabilizer Hoechst-high % 1.8, MT stabilizer cytotoxicity % 1.0 and Autophagy HCS cell loss 18 h 21.7.
C=CCn1c(=NC(=O)c2ccc(S(=O)(=O)N3CCCc4ccccc43)cc2)sc2cc(S(N)(=O)=O)ccc21 was read as Autophagy HCS inactive, Ins promoter up 0.61, NOD2 inhibition -2.9%, Yfh1-depleted yeast inactive, P. falciparum M17LAP -0.8%, bCat nuc transl -1.7, MT stabilizer 4.1, NOD1 inhibition -22.0%, Dynein cargo inh -0.599, Dynein cargo inh cytoplasmic EGFP -0.26, Dynein cargo inh nuclear GR-EGFP -0.612, Dynein cargo inh cell count 0.566, Ins promoter up cell count 972, bCat nuc transl cell count 5 µM 520, MT stabilizer Hoechst-high % 3.5, MT stabilizer cytotoxicity % 10.6 and Autophagy HCS cell loss 18 h 11.8.
`NC(=S)NNc1ccnc2cc(Cl)ccc12` gave Autophagy HCS inactive, Ins promoter up -0.41, NOD2 inhibition 16.9%, Yfh1-depleted yeast inactive, P. falciparum M17LAP 2.9%, bCat nuc transl 6.7, MT stabilizer 3.6, NOD1 inhibition -8.6%, Dynein cargo inh -0.177, Dynein cargo inh cytoplasmic EGFP -0.259, Dynein cargo inh nuclear GR-EGFP 0.04, Dynein cargo inh cell count -0.0722, Ins promoter up cell count 1128, bCat nuc transl cell count 5 µM 957, MT stabilizer Hoechst-high % 1.9, MT stabilizer cytotoxicity % 4.3 and Autophagy HCS cell loss 18 h 21.2.
O=C1c2ccc([N+](=O)[O-])cc2NC(c2ccco2)N1/N=C/c1ccco1 (stereo not given) was read as Ins promoter up 1.18, NOD2 inhibition -9.6%, Yfh1-depleted yeast inactive, P. falciparum M17LAP -12.8%, bCat nuc transl -0.9, NOD1 inhibition -7.8%, Dynein cargo inh 2.38, Dynein cargo inh cytoplasmic EGFP -0.0171, Dynein cargo inh nuclear GR-EGFP 2.67, Dynein cargo inh cell count -3.24, Ins promoter up cell count 799 and bCat nuc transl cell count 5 µM 1467.
`COc1cccc(CNC(=O)Cc2c(C(=O)O)[nH]c3ccccc23)c1` gave Autophagy HCS inactive, Ins promoter up -1.71, NOD2 inhibition 15.8%, Yfh1-depleted yeast inactive, P. falciparum M17LAP 8.0%, bCat nuc transl 0.8, MT stabilizer 2.6, NOD1 inhibition -0.6%, Dynein cargo inh 0.0579, Dynein cargo inh cytoplasmic EGFP 0.571, Dynein cargo inh nuclear GR-EGFP 0.601, Dynein cargo inh cell count -0.606, Ins promoter up cell count 849, bCat nuc transl cell count 5 µM 1227, MT stabilizer Hoechst-high % 1.7, MT stabilizer cytotoxicity % 7.3 and Autophagy HCS cell loss 18 h -4.0.
CSCCC(NS(=O)(=O)c1ccc(Cl)cc1)C(=O)OCC(=O)NC12CC3CC(CC(C3)C1)C2 (stereo not given) was read as Autophagy HCS inactive, Ins promoter up -1.23, NOD2 inhibition 8.8%, Yfh1-depleted yeast inactive, P. falciparum M17LAP 3.5%, bCat nuc transl -0.3, MT stabilizer 1.5, NOD1 inhibition -23.3%, Dynein cargo inh -0.606, Dynein cargo inh cytoplasmic EGFP 0.0154, Dynein cargo inh nuclear GR-EGFP -0.00335, Dynein cargo inh cell count 0.233, Ins promoter up cell count 832, bCat nuc transl cell count 5 µM 1172, MT stabilizer Hoechst-high % 1.2, MT stabilizer cytotoxicity % 7.0 and Autophagy HCS cell loss 18 h 7.0.
Screening CCOc1ccc(NC(=S)N(Cc2ccc(Cl)cc2)Cc2ccco2)cc1 returned Autophagy HCS inactive, Ins promoter up -0.18, NOD2 inhibition -6.8%, Yfh1-depleted yeast inactive, P. falciparum M17LAP -1.7%, bCat nuc transl 1.4, MT stabilizer 1.4, NOD1 inhibition 30.1%, Dynein cargo inh 0.0356, Dynein cargo inh cytoplasmic EGFP -0.0452, Dynein cargo inh nuclear GR-EGFP 0.513, Dynein cargo inh cell count 0.877, Ins promoter up cell count 1312, bCat nuc transl cell count 5 µM 1355, MT stabilizer Hoechst-high % 2.2, MT stabilizer cytotoxicity % 5.0 and Autophagy HCS cell loss 18 h 21.1.
